# High-throughput results as filed in PubChem.
# OTUD3 block – inhibitors of human OTUD3 deubiquitinase | OTU domain-containing protein 3 (Homo sapiens), Q5T2D3 | inhibition, % at 25 µM | 0.7% of 47,000 active | purified OTUD3, Ub-rhodamine fluorescence, 2 h
# Target sequence (Q5T2D3 whole entry, looked up, the tested form may be a part): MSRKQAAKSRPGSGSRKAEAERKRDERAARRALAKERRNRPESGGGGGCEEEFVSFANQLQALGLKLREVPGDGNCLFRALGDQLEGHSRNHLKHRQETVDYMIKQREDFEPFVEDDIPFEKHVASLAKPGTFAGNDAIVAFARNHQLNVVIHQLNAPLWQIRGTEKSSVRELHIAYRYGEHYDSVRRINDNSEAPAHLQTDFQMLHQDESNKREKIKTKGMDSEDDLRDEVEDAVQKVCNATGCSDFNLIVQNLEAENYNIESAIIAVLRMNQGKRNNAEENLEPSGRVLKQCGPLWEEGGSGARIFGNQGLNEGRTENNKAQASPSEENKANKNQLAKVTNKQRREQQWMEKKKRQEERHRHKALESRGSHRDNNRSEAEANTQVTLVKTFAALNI
# USP17 block – inhibitors of human USP17 deubiquitinase. purified USP17, Ub-rhodamine cleavage fluorescence, 3 h. 6.5% of 47,000 active. inhibition, % at 50 µM
# USP8 block – inhibitors of human USP8 deubiquitinase; Ubiquitin carboxyl-terminal hydrolase 8 (Homo sapiens), P40818; purified USP8, Ub-rhodamine cleavage fluorescence, 30 min; inhibition, % at 20 µM; 4.2% of 47,000 active; AID 1645853, 2021
# USP7 inh – inhibitors of human USP7 deubiquitinase | 0.3% of 47,000 active | purified USP7, Ub-rhodamine cleavage fluorescence | inhibition, % at 20 µM | AID 1645854, 2021
# USP30 block – inhibitors of human USP30 deubiquitinase; purified USP30, Ub-rhodamine cleavage fluorescence; inhibition, % at 25 µM; 5.3% of 47,000 active
# Target sequence (Q70CQ3 whole entry, looked up): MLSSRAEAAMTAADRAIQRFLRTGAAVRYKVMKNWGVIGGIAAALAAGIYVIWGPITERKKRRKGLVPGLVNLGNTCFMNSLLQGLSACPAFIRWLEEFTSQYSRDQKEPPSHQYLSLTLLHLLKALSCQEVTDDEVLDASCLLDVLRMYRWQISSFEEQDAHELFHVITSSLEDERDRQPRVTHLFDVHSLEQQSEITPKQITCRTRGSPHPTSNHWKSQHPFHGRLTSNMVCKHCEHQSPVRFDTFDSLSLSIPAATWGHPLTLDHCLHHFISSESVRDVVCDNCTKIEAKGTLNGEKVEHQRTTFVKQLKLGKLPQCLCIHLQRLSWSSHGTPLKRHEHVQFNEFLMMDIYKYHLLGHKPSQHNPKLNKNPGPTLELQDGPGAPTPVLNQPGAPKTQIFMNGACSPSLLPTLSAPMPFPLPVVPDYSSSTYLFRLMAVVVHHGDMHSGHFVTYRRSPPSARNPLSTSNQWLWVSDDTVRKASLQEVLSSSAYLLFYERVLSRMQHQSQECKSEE
# USP28 inh – inhibitors of human USP28 deubiquitinase; Ubiquitin carboxyl-terminal hydrolase 28 (Homo sapiens), Q96RU2; purified USP28, Ub-rhodamine cleavage fluorescence, 30 min; 3% of 47,000 active; AID 1645857, 2021; inhibition, % at 25 µM
# UCHL1 inh – inhibitors of human UCHL1 deubiquitinase | Ubiquitin carboxyl-terminal hydrolase isozyme L1 (Homo sapiens), P09936 | inhibition, % at 20 µM | 0.2% of 47,000 active | purified UCHL1, Ub-rhodamine cleavage fluorescence
# USP10 inh – inhibitors of human USP10 deubiquitinase; inhibition, % at 20 µM; AID 1645856, 2021; 1.1% of 47,000 active; Ubiquitin carboxyl-terminal hydrolase 10 (Homo sapiens), Q14694; purified USP10, Ub-rhodamine fluorescence, 60 min
# Starred values were filed as active, the others as inactive; i = inactive; / = no result given. Cut-off read from the data, not from the text of the source: active = inhibition above about 30%; inactive = the rest. Random draw from the library; any-hit rate near 14%.
SMILES,OTUD3 block,USP17 block,USP8 block,USP7 inh,USP30 block,USP28 inh,UCHL1 inh,USP10 inh
O=C(NCCc1c[nH]c2ccc(F)cc12)C(=O)Nc1cccc2ncccc12,-7,45*,8,2,-7,-9,-1,-1
CCCCCNc1ncnc2c1CN(C1CCNC1)C(=O)CN2C (stereo not drawn),-5,-50,-3,0,-13,-6,-2,-2
O=S1(=O)CCN(Cc2ccccc2)c2c(OCC3CCCO3)nc(F)c(Cl)c21 (stereo not drawn),-1,-1,-18,-118,-3,5,5,8
COc1c(C)cnc2c1c(=O)n(CC(=O)NCc1ccc3c(c1)OCO3)c(=O)n2C,23,22,13,4,36*,5,0,-1
CCOc1ccc(NC(=O)CSc2nc3ncc(Br)cc3[nH]2)cc1,-17,-20,8,1,-34,-25,-2,16
Cc1cnc(C2COCCN2C(=O)CCc2c[nH]c3ccccc23)[nH]1 (stereo not drawn),11,7,9,3,20,7,-2,-1
COc1ccc(Cc2noc(C3(c4ccc(OC)cc4)CCOCC3)n2)cc1,8,14,9,5,7,7,3,0
O=C(NCc1ccc(N2CCOCC2)cc1)c1ccc2c(c1)OCCCO2,-7,-3,-6,3,-4,-2,-1,1
Cc1cccn2cc(CSc3nnc(C4CC4)n3Cc3ccccc3)nc12,-4,-10,-15,0,-26,-2,-2,-1
Cc1nn(CC(=O)N2c3ccccc3CC2C)c(C)c1S(=O)(=O)N(C)C (stereo not drawn),3,8,7,1,23,5,3,0
Cc1cc(C)c(S(=O)(=O)N2CCNC(=O)CC2)c(C)c1,2,2,0,-1,0,0,-1,2
Cc1cccc(-c2nnc(C3(c4ccc(F)cc4)CCOCC3)o2)c1,0,0,-5,-5,0,0,-3,1
Cc1ccc2c(c1)N(C(=O)CCC(=O)NC(C)c1ccccc1)CCO2 (stereo not drawn),-2,0,0,-9,0,0,-2,0
CCOC(=O)C1CCN(Cc2c(-c3ccc(C)cc3)nc3sccn23)CC1,-31,-18,5,3,-287,-48,7,1
CCCOc1ccc([C@@H]2c3c(C)nn(-c4ccccc4)c3NC(=O)[C@H]2NC(=O)c2ccccc2)cc1,-3,-9,0,-2,-2,-10,1,7
CCc1nc(SCC(=O)Nc2ccc(C)cc2C)c2oc3ccccc3c2n1,-6,15,-10,1,12,-1,-1,0
Cc1ccc(S(=O)(=O)NC(=O)N2CCN(Cc3ccccc3)CC2)cc1,9,8,15,7,8,6,1,-1
Cc1cccnc1Nc1ccc(C2CN(Cc3ccnn3C)CCO2)nc1 (stereo not drawn),-6,-3,0,1,-12,-6,-1,0
O=C(Cn1cnc2ccccc2c1=O)N1CCCC1,0,2,0,2,5,-6,-1,0
CN(C)c1nc2c(cc1C(=O)NCC1CC1)CCN(c1ncccn1)CC2,-3,-9,0,-3,-19,-1,-3,-5
N#Cc1cccc(C(=O)Nc2ccc([C@H]3OCC(=O)N[C@@H]3CO)cc2)c1,9,39*,16,7,37*,5,2,4
COc1ccc(CC(=O)Nc2cc(S(=O)(=O)Nc3ccccc3F)ccc2Cl)cc1,8,10,-11,1,14,24,4,17
CCn1ccc2ccn(CC(=O)NCc3ccc4c(c3)OCO4)c(=O)c21,0,-5,-6,-1,-5,-7,-1,-1
O=C(NC1CCCC1)c1ccc(Cn2c(=O)c3ccccc3n(Cc3ccc(F)cc3)c2=O)cc1,10,8,11,8,3,8,3,22
CC(Oc1ccccc1)C(=O)NCc1cnn2ccccc12 (stereo not drawn),-5,-13,-27,-4,-26,-9,-1,-2

# Rewritten field by field: four of the compounds above
Cc1cnc(C2COCCN2C(=O)CCc2c[nH]c3ccccc23)[nH]1 (stereo not drawn)
  OTUD3 block = 11; USP17 block = 7; USP8 block = 9; USP7 inh = 3; USP30 block = 20; USP28 inh = 7; UCHL1 inh = -2; USP10 inh = -1
COc1ccc(Cc2noc(C3(c4ccc(OC)cc4)CCOCC3)n2)cc1
  OTUD3 block = 8; USP17 block = 14; USP8 block = 9; USP7 inh = 5; USP30 block = 7; USP28 inh = 7; UCHL1 inh = 3; USP10 inh = 0
O=C(NCc1ccc(N2CCOCC2)cc1)c1ccc2c(c1)OCCCO2
  OTUD3 block = -7; USP17 block = -3; USP8 block = -6; USP7 inh = 3; USP30 block = -4; USP28 inh = -2; UCHL1 inh = -1; USP10 inh = 1
Cc1cccn2cc(CSc3nnc(C4CC4)n3Cc3ccccc3)nc12
  OTUD3 block = -4; USP17 block = -10; USP8 block = -15; USP7 inh = 0; USP30 block = -26; USP28 inh = -2; UCHL1 inh = -2; USP10 inh = -1

# Going on with the list:
SMILES,OTUD3 block,USP17 block,USP8 block,USP7 inh,USP30 block,USP28 inh,UCHL1 inh,USP10 inh
CCOc1cc2[nH]c(=O)n(CCC(=O)NCCc3ccc(OC)c(OC)c3)c(=O)c2cc1OCC,-5,5,2,0,6,-7,-5,0
Cc1sc(NC(=O)C2(c3ccc(Cl)cc3)CCC2)nc1-c1ccc2c(c1)CCN2C(=O)C1CCCCC1,14,15,6,1,31*,16,0,2
NS(=O)(=O)c1ccc(CNS(=O)(=O)c2ccc(-c3ccccn3)s2)cc1,12,/,2,2,60*,24,4,5
O=C(NC1CCCC1)c1cccc(C2CCCN(C(=O)Nc3ccc(Cl)cc3)C2)c1 (stereo not drawn),4,23,1,4,10,0,3,2
C=C(NC(=O)C(=C)NC(=O)C(=C)NC(=O)C(=C)NC(=O)c1ccc2c(n1)-c1coc(n1)C(=C)NC(=O)C(=C)NC(=O)c1csc(n1)C(C)NC(=O)c1csc(n1)CNC(=O)c1coc(n1)C(CSC)NC(=O)C(C(C)O)NC(=O)c1csc-2n1)C(=O)O (stereo not drawn),-28,-39,-75,-67,-314,-50,9,-6
O=C1CN(C(=O)c2ccc3nc(-n4cccc4)sc3c2)CCN1,0,-3,-5,-2,-57,-2,-1,-5
O=C(NCc1cc(-c2ccc(Cl)cc2)on1)c1ccco1,0,24,0,-6,11,1,0,-3
CN1[C@@H](CCC(=O)N2CCC(O)CC2)CNC(=O)[C@@H]2[C@H]1CCN2Cc1ncc[nH]1,-6,-61,5,-4,-19,12,3,-2
O=C(COc1nncc2ccccc12)Nc1cc(C(F)(F)F)ccc1N1CCOCC1,-11,3,-1,-9,-7,-8,-2,-5
CC1CCN(S(=O)(=O)c2cccn(CC(=O)N3CCc4ccccc43)c2=O)CC1,-7,-14,0,-77,-74,-16,-9,-7
O=C(NCc1ccc(N2CCOCC2)cc1)c1cc(F)cc2c1OCOC2,-15,-5,-5,-3,-19,-12,-3,-1
CCn1c(=O)c2ccccc2n(Cc2nc(-c3ccc(OC)cc3)no2)c1=O,9,36*,3,4,22,2,3,5
CNC(=O)C1CN(C(=O)Cc2cccc(C)c2)CC12CCCC2 (stereo not drawn),-1,-3,-7,-3,-6,-5,-2,0
Cc1ccc(NC(=O)c2cc(N3CCOCC3)ccn2)cc1,3,-1,3,0,11,18,3,1
CSc1ccc(Nc2c(C(C)=O)nnn2-c2ccc(Cl)cc2)cc1,-1,4,-1,0,-12,-2,-4,1
CC(C)c1nc2sc3c(N4CCN(CCO)CC4)ncnc3c2c2c1COC(C)(C)C2,-23,-36,-9,-3,-72,-29,-2,-5
CC1CCN(c2ccc3nnc(CCC(=O)N4CCCC4)n3n2)CC1,5,6,1,4,13,5,1,2
COc1ccc(-c2cnc(SCCNC(=O)c3cccc(F)c3)[nH]2)cc1,2,-4,-12,-5,10,12,1,4
COc1ccc(CC(=O)N(C)c2nnc(C34CC5CC(CC(C5)C3)C4)s2)cc1,-2,-6,-4,7,-56,-1,1,3
O=C(NC(CO)Cc1ccccc1)c1nc(-c2cccc3[nH]ccc23)no1 (stereo not drawn),13,3,10,8,14,21,4,2
O=C(Nc1cccc(Cl)c1)N1CCN(c2cc(C(F)(F)F)ccn2)CC1,-3,59*,3,-4,26,-1,0,5
Cc1cnc(C2CCCN(C(=O)c3noc4c3CCCC4)C2)[nH]1 (stereo not drawn),-1,-3,-3,3,-2,-10,-2,0
Cn1cc(-c2nc(-c3ccccn3)no2)c(=O)c2cc(F)c(N3CCCCC3)cc21,0,4,-1,-2,6,1,-1,3
Cc1[nH]c(C)c(S(=O)(=O)N2CCC(C(=O)Nc3ccccc3)CC2)c1C(=O)N1CCCCC1,-4,-14,-6,-16,2,-6,-3,-2
Cc1nccn1-c1cccc(C2CCN(C(=O)c3ccn[nH]3)CC2)n1,0,0,-1,5,0,-2,-2,3

# 2 entries from above in another layout.
OTUD3 block	USP17 block	USP8 block	USP7 inh	USP30 block	USP28 inh	UCHL1 inh	USP10 inh	mol
0	0	-1	5	0	-2	-2	3	Cc1nccn1-c1cccc(C2CCN(C(=O)c3ccn[nH]3)CC2)n1
-7	-14	0	-77	-74	-16	-9	-7	CC1CCN(S(=O)(=O)c2cccn(CC(=O)N3CCc4ccccc43)c2=O)CC1

# Single records, as listed above. Order of screens: OTUD3 block, USP17 block, USP8 block, USP7 inh, USP30 block, USP28 inh, UCHL1 inh, USP10 inh
# Cc1cc(C)c(S(=O)(=O)N2CCNC(=O)CC2)c(C)c1 is listed with 2, 2, 0, -1, 0, 0, -1, 2
# O=C(Cn1cnc2ccccc2c1=O)N1CCCC1 is listed with 0, 2, 0, 2, 5, -6, -1, 0
# CCn1ccc2ccn(CC(=O)NCc3ccc4c(c3)OCO4)c(=O)c21 is listed with 0, -5, -6, -1, -5, -7, -1, -1
# Cc1nn(CC(=O)N2c3ccccc3CC2C)c(C)c1S(=O)(=O)N(C)C (stereo not drawn) is listed with 3, 8, 7, 1, 23, 5, 3, 0
# Cc1nccn1-c1cccc(C2CCN(C(=O)c3ccn[nH]3)CC2)n1 is listed with 0, 0, -1, 5, 0, -2, -2, 3

# Continuation.
SMILES,OTUD3 block,USP17 block,USP8 block,USP7 inh,USP30 block,USP28 inh,UCHL1 inh,USP10 inh
COc1ccc(NC(=O)CN2CCC3(CC2)Nc2cc(Cl)ccc2C2=NCCN23)cn1,-138,-149,-17,-57,i,-171,-48,-4
COCCN1Cc2c(C(=O)N3CC=CC3)ncn2-c2ccccc2S1(=O)=O,-12,-6,0,-2,-20,-14,-2,-3
CC(C(=O)NCc1ccc2c(c1)OCO2)n1nc(-c2ccccc2)c2cc(Cl)ccc21 (stereo not drawn),12,35*,2,6,25,16,3,0
Cc1ccc(-c2onc(C)c2C)cc1S(=O)(=O)NC1CCN(Cc2ccccc2)CC1,-31,-27,-13,0,-118,-14,1,-4
Cc1c(C(=O)N(c2ccccn2)C2CCCCC2)cccc1[N+](=O)[O-],8,-9,-93,-40,10,4,1,0
Cc1ccc(S(=O)(=O)C2CCN(Cc3ccc4ccccc4c3)CC2)cc1,0,-3,0,12,-6,0,2,4
Cc1ccc(CN2Cc3cc4ccccc4nc3OC2=O)o1,4,42*,12,13,13,7,3,0
Cc1ccc(CC(=O)N2CCC(c3ncncc3-c3ccnc(N)c3)C2)cc1C (stereo not drawn),-5,-9,0,0,5,-3,0,0
CCOc1ccc(C(=O)N2C[C@H](c3nc(-c4ccccc4)no3)[C@@H](C)C2)cc1,12,6,1,-9,10,0,4,7
COc1ccc(N2CC(C(=O)NC3(c4nc(C)no4)CCCCC3)CC2=O)cc1 (stereo not drawn),-10,-4,1,-8,-10,-5,-6,0
NCCCNC(=O)N1CCN(c2nc(-c3cccnc3)nc3ccccc23)CC1,10,-7,-17,7,7,10,3,5
O=C(Nc1ccccc1Cl)N1CCC(c2nc3ncccc3[nH]2)CC1,-2,1,1,2,-5,1,-4,-2
Cc1cc(Cl)ccc1Oc1ncc(-c2ccccc2)cc1C#N,1,5,7,5,15,3,-1,7
O=C(O)CCC(=O)N1CCOc2ccc(Cl)cc21,6,12,12,4,21,13,1,0
